# Pf growth 96h: P. falciparum growth inhibition at 96 hours; Potency, µM (doses to about 28.7 µM), for inactives: top-dose activity change, negative = inhibition, usual class: inhibitors; P. falciparum luciferase reporter growth, 96 h; actives 6.9% (n = 320,000); AID 504834
#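 Luminescence readout: decreased luciferase signal marks inhibited growth of reporter-expressing P. falciparum in infected red cells (2% hematocrit, 0.05% parasitemia final), exposed to compound two generations (96 h, 37 C, 5% CO2).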
# TbPYK inhibitor: blocks Trypanosoma brucei pyruvate kinase; actives 0.12% (n = 410,000); AID 624173; Q57TT1; TbPYK enzyme, Kinase-Glo Plus ATP luminescence, 45 min; Potency, µM (top dose mostly 76.8 µM), inactives show top-dose activity, negative = inhibition, actives largely listed as inhibitors; further: nearly all actives have a fitted effect of over 50% in size
#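 Activity of T. brucei pyruvate kinase was followed by Kinase-Glo Plus luminescence after the enzyme reacted 45 min at room temperature with 130 uM ADP (final) and substrate. Test compounds were added before ADP at multiple concentrations.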
# HCV inhibitor: HCV inhibition | actives 3.4% (n = 340,000) | AID 651820 | Potency, µM (doses to about 41.8 µM), without a hit: at the highest dose activity change, negative = inhibition, hits mostly inhibitors | Huh7.5.1 HCVcc-Cre infection, luciferase reporter, 44 h
#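 Seed cells (1,000/well) for 4 h; treat with compound and infect with HCVcc-Cre, moi about 0.5. Incubate 44 h, then detect luciferase activity.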
# LmPK inhibitor: LmPK (Leishmania mexicana) enzyme inhibition; Q27686; purified LmPK, Kinase-Glo ATP luminescence, 1 h; Potency, µM (highest dose often 57.5 µM), inactives show at the highest dose activity change, negative = inhibition, most hits filed as inhibitors; actives 0.37% (n = 290,000); AID 1721
# Target sequence (Q27686 whole entry, looked up): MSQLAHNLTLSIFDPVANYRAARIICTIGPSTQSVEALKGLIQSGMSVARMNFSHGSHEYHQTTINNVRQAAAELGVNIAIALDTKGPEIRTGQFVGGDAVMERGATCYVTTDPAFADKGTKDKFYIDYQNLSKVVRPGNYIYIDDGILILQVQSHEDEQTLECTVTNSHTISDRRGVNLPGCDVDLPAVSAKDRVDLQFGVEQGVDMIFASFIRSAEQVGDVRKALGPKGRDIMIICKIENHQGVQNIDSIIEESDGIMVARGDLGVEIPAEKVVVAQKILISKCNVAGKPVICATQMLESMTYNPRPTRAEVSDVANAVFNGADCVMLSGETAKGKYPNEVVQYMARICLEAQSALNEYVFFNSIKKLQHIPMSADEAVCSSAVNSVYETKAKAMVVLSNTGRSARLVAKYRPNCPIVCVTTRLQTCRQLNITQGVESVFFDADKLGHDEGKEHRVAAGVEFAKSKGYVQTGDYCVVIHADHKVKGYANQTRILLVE
#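 Purified LmPK (0.1 nM) converted ADP (0.1 mM) to ATP with PEP (0.5 mM) in imidazole buffer pH 7.2 with KCl and MgCl2, 1 h at room temperature. ATP was read by Kinase-Glo luminescence; data normalized to uninhibited and no-enzyme controls.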
# Sm TGR inh: inhibitors of Schistosoma mansoni thioredoxin glutathione reductase; Potency, µM (doses to about 114 µM), for the others: top-dose activity change, negative = inhibition, actives largely listed as inhibitors; Q962Y6; actives 3% (n = 360,000); purified TGR, DTNB reduction, TNB absorbance 405 nm; further: nearly all actives have a fitted effect of over 60% in size
#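 First, TGR (20 nM dispensed) and NADPH were mixed with compound. Second, a 15 min room-temperature incubation followed. Third, further NADPH and then DTNB were added to start the reaction. Finally, TNB absorbance was monitored kinetically.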
# Pf growth 48h: P. falciparum growth inhibition at 48 hours (one generation); P. falciparum luciferase growth in erythrocytes, 48 h; Potency, µM (series often up to 28.7 µM), without a hit: top-dose activity change, negative = inhibition, usual class: inhibitors; actives 5.9% (n = 310,000); AID 504832
#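 Firefly luciferase activity from engineered P. falciparum reports growth; inhibitors lower the luminescent signal. Cultures contained 2% hematocrit erythrocytes at 0.1% final parasitemia.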
# Numbers without * were called inactive; i = inactive; ? = inconclusive; / = no result given; & = joins results of further samples; [ ] = dose if it differs, or a comment. The call rests on the fitted dose curve; in most records, active means well fitted curve in the direction sought with a large enough effect; inconclusive means small, poorly fitted or top-dose-only effect, or another doubt; inactive means no such curve, though single readings can be large; an effect the other way counts as inactive or inconclusive. On the % scale 0 is the no-effect control and ±100 the full control effect; potency means the concentration at half of the fitted maximal effect.
SMILES,Pf growth 96h,TbPYK inhibitor,HCV inhibitor,LmPK inhibitor,Sm TGR inh,Pf growth 48h
CCN(CC)C(=N)N1c2ccccc2CCC1C (centres undefined),?,1%,6%,12%,6%,8%
Cc1cc(C)cc(N(CC(=O)N2CCC(C)CC2)S(C)(=O)=O)c1,49%[activator],-2%,16%,3%,0%,0%
Nc1ncnc(Sc2ncccn2)c1[N+](=O)[O-],20%,-5%,?,2%,2.5µM*,?
O=[N+]([O-])c1cccc(CN2CCN(c3cccc4[nH]ccc34)CC2)c1,-16%,1%,-1%,-4%,-5%,4%
O=C(NCCCl)Nc1ccc(Cl)c([N+](=O)[O-])c1,?,0%,?,1%,8%,-32%
Cc1nn(C2CCCCC2)c(N)c1-c1ccccc1,?,-16%,1%,-4%,-2%,7%
O=S(=O)(NOCc1ccc(Cl)cc1)c1ccc(Cl)cc1,9%,-5%,-13%,0%,-3%,/
COc1ccccc1/C=N/OC(=O)c1ccc(C)cc1,21%,-1%,18%,-3%,0%,0%
COc1cc(/C=N/NC(=O)CCn2nnc3ccccc32)ccc1O,32%[activator],-4%,9%,-2%,-6%,0%
Cc1cc(C)c(C(=O)/C=C/c2cccc3ccccc23)c(=O)[nH]1,?,-3%,11µM*,-1%,-14%,?
CC1CC(NC(=O)c2cnc3n(c2=O)CCS3)CC(C)(C)C1 (centres undefined),-20%,4%,16%,-2%,1%,-25%
COc1ccccc1C(=O)NCCC(=O)NC1=NCCS1,-8%,0%,6%,/,4%,13%
CC(=O)Nc1ccc(S(=O)(=O)N(C)CC(=O)OC2CCCCC2=O)cc1 (centres undefined),7%,-3%,-9%,/,?,-10%
CN(CCCNC(=O)c1ccc(N2CCCC2=O)cc1)c1ccccc1,?,2%,-5%,1%,8%,?
O=C(NCc1ccco1)c1ccc(F)c(S(=O)(=O)N2CCCCC2)c1,?,6%,-12%,1%,-27%,?
CCOC(=O)c1ccc(Oc2c(C)oc3cc(OS(C)(=O)=O)ccc3c2=O)cc1,-21%,1%,?,1%,14%,14%
O=C1CC(Sc2ncn[nH]2)C(=O)N1c1ccccc1 (centres undefined),/,-4%,18%,16%,0.5µM*,-10%
O=C(O)c1ccc(N[C@@H]2OC[C@@H](O)[C@@H](O)[C@@H]2O)cc1,3%,0%,/,/,/,-3%
CCc1nnc(NC(=O)c2c(O)c3c([nH]c2=O)CCCC3)s1,61%[activator],-5%,3%,7%,0%,26%
CCOCCCNC(=O)N[C@@H](Cc1ccccc1)C(=O)OC,36%[activator],2%,1%,-2%,-12%,11%
Fc1ccccc1-c1n[nH]c(=S)n1CC1CCCO1 (centres undefined),-7%,-20%,19%,-27%,0%[57.1 µM],6%
COc1ccc(C2=NN3C(C2)c2ccccc2OC32C(=O)N(C)c3ccccc32)cc1 (centres undefined),-4%,-19%,-10%,0%,40µM*,?
COc1cc(/C=N/NC(=O)c2cccnc2)ccc1OCC(=O)Nc1c(C)cc(C)cc1C,1%,1%,-4%,1%,0%,-11%
Cc1cccc(NC(=O)CN2C(=O)N/C(=C/c3cc(C)n(C(C)C)c3C)C2=O)c1,?,5%,?,0%,-5%,/
O=C(Nc1ccccc1C(=O)N1CCOCC1)c1noc2c1CCCC2,/,2%,13%,1%,12%,14%
CCOC(CNC(=O)c1ccc2c(c1)nc(C)n2-c1cccc(F)c1)OCC,-1%,-10%,-10%,4%,-5%,?
O=C(COc1ccc(C2SCCS2)cc1)NNC(=O)C(Cl)Cl,72%[activator],2%,-3%,5%,?,39%[activator]
CN(C)CCCN1CC(C(=O)O)CC1=O (centres undefined),41%[activator],-1%,1%,-1%,22%,4%
N/C(=N\OC(=O)CCC1CCCC1)c1ccc([N+](=O)[O-])cc1,?,2%,11%,3%,-2%,45%[activator][5.75 µM]
COc1ccc(N(CC(O)CN2CCCCC2)S(=O)(=O)c2ccc(C)cc2)cc1 (centres undefined),0%,-4%,?,-1%,0%,-12%

# Single entries from the list:
# O=C(NCc1ccco1)c1ccc(F)c(S(=O)(=O)N2CCCCC2)c1 @ HCV inhibitor = -12%
# O=[N+]([O-])c1cccc(CN2CCN(c3cccc4[nH]ccc34)CC2)c1 @ HCV inhibitor = -1%
# COc1cc(/C=N/NC(=O)c2cccnc2)ccc1OCC(=O)Nc1c(C)cc(C)cc1C @ TbPYK inhibitor = 1%
# Fc1ccccc1-c1n[nH]c(=S)n1CC1CCCO1 (centres undefined) @ Pf growth 96h = -7%
# CC1CC(NC(=O)c2cnc3n(c2=O)CCS3)CC(C)(C)C1 (centres undefined) @ TbPYK inhibitor = 4%
# Nc1ncnc(Sc2ncccn2)c1[N+](=O)[O-] @ TbPYK inhibitor = -5%

# The results go on.
SMILES,Pf growth 96h,TbPYK inhibitor,HCV inhibitor,LmPK inhibitor,Sm TGR inh,Pf growth 48h
CCOC(=O)c1c(S(=O)(=O)NCCc2ccc(OC)c(OC)c2)c(C)n(C)c1C,?,0%,3%,-4%,-13%,8%
CCCN1CCN(C(=O)c2cc(COc3ccc4ncccc4c3)on2)CC1,-23%,1%,10µM*,2%,-28%,-8%
CCOc1ccc(NC(=O)N(c2ccccc2)c2ccccc2)cc1,0%,0%,13%,-11%,12%,10%
Cc1cc2c(c(=O)n1-c1ccccc1)C1O[C@](c3ccsc3)(Cc3ccccc31)O2,1.7µM*,/,/,-1%[11.5 µM],-34%[22.9 µM],?
O=C(N/N=C\c1cccnc1)c1ccc(Cl)cc1Cl,?,1%,6%,-1%,5%,-15%
O=C(O)CC(SCC(=O)NC1CCCc2ccccc21)C(=O)O (centres undefined),28%,2%,21%,-5%,-3%,6%
COc1ccc(C2C(C#N)=C(C)NC(C)=C2C(=O)OC(C)C)c(OC)c1 (centres undefined),4.7µM*,6%,8%,-7%,-7%,7.4µM*
COc1ccc(OC)c(C2C(C(=O)c3ccc(C)o3)=C(O)C(=O)N2CCN2CCOCC2)c1 (centres undefined),?,1%,13%,6%,?,-23%
CCc1nnc(NC(=O)C2CCN(C(=O)NC3CCCCC3)CC2)s1,43%[activator],3%,7%,1%,7%,?
Cc1ccc2nc(SCC(=O)Nc3nnc(SCC(N)=O)s3)[nH]c2c1,-22%,1%,5%,15%,9%,-17%
N#CCC(=O)c1sccc1-n1cccc1,-22%,1%,7%,15%,16%,23%
CCCn1nc(NS(=O)(=O)c2ccccc2)c2cc3cc(C)ccc3nc21,?,8%,-17%,0%,-14%,8%
CCOC(=O)c1c(C)[nH]c(C(=O)CSc2nc3ccccc3o2)c1C,0%,1%,-2%,5%,3%,?
CCCn1nnnc1NCc1ccccc1OCC,?,-13%,?,-1%,-1%,32%[activator]
CCOC(=O)N1CCC(N2C(=O)c3ccc(C(=O)Nc4ccc(OC)cc4)cc3C2=O)CC1,?,0%,6%,-3%,-1%,3%
COc1cc(C(CC(=O)Nc2cc(C)ccn2)N2Cc3ccccc3C2=O)cc(OC)c1OC (centres undefined),-7%,1%&-1%,13%,1%,-23%&-1%,-4%
Cc1ccc(CSc2nc3c(c(=O)[nH]2)CCC3)cc1,-6%,-2%,13%,5%,-21%,/
Cc1ccc2c(c1)C(=O)c1c(C(=O)O)cccc1-2,29%,1%,1%,-2%,-4%[57.1 µM],22%
CC(=O)Nc1ccc(NC(=O)N(c2ccccc2)c2ccccc2)cc1,-20%,-4%,-1%,-1%,-1%,-3%
O=C(NC1=NCCS1)c1cccc(NC(=O)c2ccco2)c1,8%,-7%,-7%,0%,-6%,58%[activator]
O=C1COc2ccc(C(=O)COC(=O)Cc3ccsc3)cc2N1,5%,2%,26%,-3%,0%,-2%
CC(C)CCC1(CCNC(C)c2cccs2)CCOC(C)(C)C1 (centres undefined),13µM*,6%,-20%,10%,0%,?
CC(=O)NC(Cc1ccccc1)C(C)=O (centres undefined),?,-7%,22%,5%,5%,14%
Cc1ccc(Cn2nc(C)c(NC(=O)c3cc(C)no3)c2C)cc1,20%,-2%,1%,0%,3%,/
Cc1ccc(N=C2N=C(N)c3ccccc32)c(C)c1,-8%,5%,-4%,5%,5%,-13%
O=C(Nc1ccc(Cl)cc1)c1ccc(OCC2CCCO2)cc1 (centres undefined),i,-3%,-30%,7%,-4%,196%[activator]
COc1cccc(C2CC3(CC(C)(C)NC(=S)N3)Oc3cc(O)ccc32)c1 (centres undefined),-10%,8%,?,3%,9%,-5%
O=C(C[n+]1ccc(CCSc2ccc(F)cc2)cc1)c1ccccc1,-1%,-2%,?,1%,?,-20%
COc1ccc(N2CCN(C(=O)CSc3ncccc3-c3nc4ccccc4[nH]3)CC2)cc1,?,-4%,?,-1%,-34%,-17%
Cc1ccc(/C=N/Nc2nc(N3CCOCC3)nc(N3CCOCC3)n2)o1,-30%,-1%,4%,0%,-22%,-16%

# Just Pf growth 48h and HCV inhibitor, for 4 of the compounds above:
structure	Pf growth 48h	HCV inhibitor
CC(=O)Nc1ccc(NC(=O)N(c2ccccc2)c2ccccc2)cc1	-3%	-1%
Cc1ccc(CSc2nc3c(c(=O)[nH]2)CCC3)cc1	/	13%
Cc1ccc2c(c1)C(=O)c1c(C(=O)O)cccc1-2	22%	1%
O=C(Nc1ccc(Cl)cc1)c1ccc(OCC2CCCO2)cc1 (centres undefined)	196%[activator]	-30%

# New compounds follow:
SMILES,Pf growth 96h,TbPYK inhibitor,HCV inhibitor,LmPK inhibitor,Sm TGR inh,Pf growth 48h
O=C(O)CSc1nnnn1-c1ccccc1,35%[activator],4%,23%,1%,-4%,/
Cc1nnc(SCC(=O)Nc2cc(Cl)ccc2Cl)n1CC1CCCO1 (centres undefined),-15%,4%,8%,0%,0%,15%
O=C(N/N=C/c1ccc(N2CCOCC2)cc1)c1ccc(O)cc1,-5%,2%,?,-12%,45µM*,32%[activator]
COCCC(=O)N1CCC(Oc2ccc(C(=O)N(C)CCCC3CCCC3)cc2)CC1,?,-3%,?,2%,-2%,?
CC(=O)Nc1sc(C)c(C)c1C(=O)OCC(=O)Nc1cc(S(=O)(=O)N2CCCCC2)ccc1Cl,?,3%,-10%,-5%,-1%,?
COCCNC(=O)C(c1ccc(C)cc1)N(Cc1cccs1)C(=O)CCC(=O)Nc1ccccn1 (centres undefined),6%,4%,5%,2%,-3%,-13%
Cc1cc(C)nc(N2CCCC(C(=O)NCCC3=CCCCC3)C2)n1 (centres undefined),39%[activator],4%,/,0%,-5%,-4%
CC(C)(C)c1cc(CN2CCC(O)CC2)cc(C(C)(C)C)c1O,/,7%,0%,-4%,7.9µM*,-6%
Cc1ccc(/C=C/C(=O)OCC(=O)N2CC(=O)Nc3ccccc32)o1,?,?,-24%,-1%,?,7%
CN(C)c1cc2c(c(N(C)C)c1)C(=O)c1ccccc1C2=O,4.1µM*,-10%,?,-23%,7%,?
Brc1ccc(OCCCOc2cccc3cccnc23)cc1,-1%,-1%,-4%,6%,-4%,28%
Cc1ccc(OCCC(=O)Nc2ccc(F)c(F)c2)cc1,?,-12%,-16%,1%,-4%,12%
CCCN1CCN(C(=O)c2ccc(-c3ccc([N+](=O)[O-])cc3)o2)CC1,2%,?,-18%,/,?,?
S=c1[nH]ncn2c1cc1oc3ccccc3c12,0%,-6%,1%,1%,1%,34%[activator]

# Source: PubChem
